Screens: PubChem, The Scripps Research Institute Molecular Screening Center
CTSL1 counter – counter-screen for PFM18AAP inhibitors: inhibitors of F. hepatica cathepsin L1; recombinant F. hepatica cathepsin L1, Z-Leu-Arg-MCA fluorescence; inhibition, % at 5.96 µM; 300,000 tested, 0.49% active; AID 1906;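 active = inhibition above the mean of all tested compounds plus 3 SD, set per screening campaign, cut at about 17% in these data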;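 note: 0% = plate median of test compound wells and 100% = 1 µM Z-Phe-Ala-diazomethylketone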
procasp7 counter – activates human procaspase-7, counter-screen for procaspase-3 activators | P55210 | recombinant procaspase-7, Ac-DEVD-pNA absorbance 405 nm; D23A/D198A/D206A triple mutant, cannot self-cleave; scale: DMSO 0, 5 µM enzyme 100 | activation, % at 8.5 µM | 330,000 tested, 0.093% active;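 active = percent activation above the screen-wide mean plus 3 SD, cut at about 25% in these data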
Target sequence (P55210 whole entry D23A/D198A/D206A): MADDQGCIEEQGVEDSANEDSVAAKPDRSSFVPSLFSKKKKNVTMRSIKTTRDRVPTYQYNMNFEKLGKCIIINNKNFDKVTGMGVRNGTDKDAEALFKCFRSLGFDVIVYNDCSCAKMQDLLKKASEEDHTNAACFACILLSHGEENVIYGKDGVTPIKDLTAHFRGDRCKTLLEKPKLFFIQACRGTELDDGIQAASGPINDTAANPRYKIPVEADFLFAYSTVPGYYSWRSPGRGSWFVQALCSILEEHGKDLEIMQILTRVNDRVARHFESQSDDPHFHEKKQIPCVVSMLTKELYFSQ
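Assay system – Uncleavable procaspase-7 mutant enzyme · Quantity – 2 µM procaspase-7 mutant as dispensed · Times – 1 h preincubation, 2 h reaction · Dosing – single nominal 8.5 µM compound dose, 0.8% DMSO final · Buffer or medium – Zinc-free 50 mM HEPES buffer, pH 7.4, with NaCl and Triton X-100 · Detection – Epi-absorbance of released pNA at 405 nm, two timepoints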
TPT1 inh – inhibitors of Candida albicans tRNA 2'-phosphotransferase TPT1; recombinant caTPT1, FP RNA substrate dephosphorylation; inhibition, % at 5 µM; 300,000 tested, 0.81% active;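 active = inhibition above the mean of all tested compounds plus 3 SD, set per screening campaign, cut at about 24% in these data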;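 note: plate controls were DMSO alone for no effect and ferristatin control at 100 nM for full effect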
AHR act – activates the human aryl hydrocarbon receptor. 320,000 tested, 2.5% active. AHR-responsive luciferase reporter cells, luminescence. P35869. activation, % at 5 µM; in the data active = activation above about 47%;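 note: 0% = vehicle wells and 100% = reference agonist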
PAFAH2 FP inh – PAFAH2 (human) inhibition; recombinant PAFAH2, FP-rhodamine activity probe, fluorescence polarization; 340,000 tested, 0.99% active; inhibition, % at 3.39 µM; Q99487;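 active = inhibition above the mean over all tested compounds plus 3 SD, cut at about 30% in these data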;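 note: inhibitors block probe labeling of enzyme so polarization drops; 0% = enzyme with DMSO and 100% = wells lacking PAFAH2 protein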
HCV core dimer – blocks dimerization of HCV core protein; TR-FRET GST/Flag-core106 dimerization, 1536-well; inhibition, % at 5 µM; 300,000 tested, 0.33% active; AID 1899;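 active = inhibition above the mean of all tested compounds plus 3 SD, set per screening campaign, cut at about 45% in these data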
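System: GST-tagged and Flag-tagged HCV core protein residues 1-106 / Input: core106 proteins, GST 13.5 nM and Flag 17 nM / Buffer or medium: KF-containing HEPES buffer, pH 7.45, DTT, CHAPS, BSA / Probe or stimulus: Eu-anti-GST and XL665-anti-Flag labelled anti-tag antibodies / Schedule: 4 h, 22.5 °C incubation / Technique: TR-FRET 671 and 617 nm emission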
PP1 inh – PP1-alpha (human) inhibition in PP5 counter-screen; P62136; purified PP1alpha, OMFP fluorescence; inhibition, % at 6.7 µM; 320,000 tested, 0.9% active;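 active = inhibition above the mean inhibition of all tested compounds plus 3 SD, computed separately for each screening campaign, cut at about 15% in these data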
Target sequence (P62136 whole entry, looked up): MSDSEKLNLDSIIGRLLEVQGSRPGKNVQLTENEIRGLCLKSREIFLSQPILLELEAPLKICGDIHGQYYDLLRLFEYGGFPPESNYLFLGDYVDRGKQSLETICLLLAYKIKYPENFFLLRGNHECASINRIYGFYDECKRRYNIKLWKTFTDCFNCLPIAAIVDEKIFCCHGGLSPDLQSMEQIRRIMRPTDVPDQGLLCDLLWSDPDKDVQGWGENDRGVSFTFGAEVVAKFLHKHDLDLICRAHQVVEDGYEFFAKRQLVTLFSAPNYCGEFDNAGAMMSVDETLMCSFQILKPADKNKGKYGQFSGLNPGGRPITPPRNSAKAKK
PP5 primary – blocks human protein phosphatase 5 activity. P53041. purified PP5c, OMFP substrate fluorescence. inhibition, % at 6.7 µM. 320,000 tested, 0.18% active. AID 1987;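 active = inhibition above the campaign's mean inhibition across all tested compounds plus 3 SD, cut at about 9.5% in these data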;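 note: 0% = DMSO only and 100% = 100 µM cantharidin control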
procasp3 activ – activates human procaspase-3; recombinant procaspase-3 D3A, Ac-DEVD-pNA absorbance 405 nm; activation, % at 8.5 µM; 330,000 tested, 0.11% active; AID 463141;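 active = activation above the mean of all tested compounds plus 3 SD, cut at about 21% in these data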;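 note: 0% = DMSO alone and 100% = DMSO wells spiked with extra 5 µM PC-3 D3A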
Target sequence (P42574 whole entry D9A/D28A/D175A): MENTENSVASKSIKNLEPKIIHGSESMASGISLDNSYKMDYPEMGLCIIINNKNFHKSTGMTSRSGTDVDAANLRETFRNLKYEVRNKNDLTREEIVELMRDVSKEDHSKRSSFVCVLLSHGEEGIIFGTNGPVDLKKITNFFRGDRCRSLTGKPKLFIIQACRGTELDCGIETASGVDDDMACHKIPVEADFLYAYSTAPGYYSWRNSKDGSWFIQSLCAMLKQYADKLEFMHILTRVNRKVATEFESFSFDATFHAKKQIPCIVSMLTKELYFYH
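material = Procaspase-3 D3A mutant | probe or stimulus = Ac-DEVD-pNA | compound = single dose, 8.5 µM nominal compound, 0.8% DMSO | timing = 1 h preincubation, 2 h reaction | measured by = 405 nm absorbance of p-nitroaniline, reads at 0 and 120 min | benchmarks = DMSO-only low control, 5 µM PC-3 D3A high control | repeats = singlicate, each compound tested once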
Numbers without * were called inactive; · = no result given.

SMILES	CTSL1 counter	procasp7 counter	TPT1 inh	AHR act	PAFAH2 FP inh	HCV core dimer	PP1 inh	PP5 primary	procasp3 activ
CC(Oc1cccc(Br)c1)C(=O)NNC(=O)CCS(=O)(=O)c1ccccc1 (stereo unspecified)	·	2	·	2	9	·	·	·	2
CC(C)(C)c1ccc(OCC(=O)NNC(=O)c2cccnc2)cc1	-9	5	2	1	·	-6	0	3.1	-8
O=C(NC1CCCCC1)c1c(O)nc2sccn2c1=O	3	15	0	3	1	-3	-1	0.5	6
CC1(C)Cc2c(sc(NC(=O)COc3ccc(Cl)cc3Cl)c2C(N)=O)C(C)(C)N1	-3	-12	-1	3	11	-14	0	4.7	-4
Cc1ccc(C(=O)N2CCOCC2)cc1S(=O)(=O)Nc1cccc(C)c1C	1	2	-5	-3	2	-2	-1	-1.0	2
COc1ccc(C(=O)c2coc3ccc(O)c(CN4CCOCC4)c23)cc1	3	1	-4	0	1	-4	2	0.9	5
O=C(Nc1ccc(Cl)c(C(F)(F)F)c1)N1CCCC(O)C1 (stereo unspecified)	2	8	2	2	-1	-4	-2	2.1	1
COCCN(C(=O)CCC(=O)Nc1nccs1)C(C(=O)NC(C)(C)C)c1ccc(C)cc1 (stereo unspecified)	1	2	-5	0	-4	4	-4	1.7	4
CC(=O)Nc1ccc(S[C@@H](CCN2CC[C@H](C(C)(C)C)CCC2=O)c2ccccc2)cc1	·	-8	·	2	20	·	2	4.3	-20
O=C(O)CSc1nc2ccccc2o1	-1	1	-2	-1	-1	-7	1	0.9	-5
CN1/C(=C\C(=O)COC(=O)CNC(=O)c2ccccc2F)C(C)(C)c2ccccc21	-2	-2	-1	-1	-4	5	-2	-0.5	3
C[C@@H](C(=O)Nc1nc(-c2ccccn2)cs1)N1C(=O)C2CCCCC2C1=O (stereo partly specified)	4	-14	1	19	7	18	8	0.9	-9
COc1cccc(C(=O)OCC(=O)Nc2ccc3c(c2)OCCO3)c1	·	3	·	1	76*	·	·	·	5
CN(C)c1nc(N)nc(-c2nc3ccccc3s2)n1	2	0	0	80*	3	3	-2	4.3	8
Fc1ccc(-n2nnc(-c3ncc[nH]3)n2)cc1	2	1	2	10	·	4	-1	1.2	-5
O=C(Cc1ccc(F)cc1)NCCS(=O)(=O)N1CCN(c2ccccc2)CC1	-5	5	2	-2	-11	4	3	-0.3	7
O=C(CN(CC1CCCO1)C(=O)CNS(=O)(=O)c1ccc(F)cc1)NC1CCCC1 (stereo unspecified)	-5	-6	-2	0	8	6	-4	0.7	1
NNC(=O)Cn1c(SCc2ccccc2)nc2ccccc21	1	-4	-1	9	-4	7	18*	-0.3	-10
Cc1ccccc1CN1CCN(S(=O)(=O)c2cccs2)CC1	-1	4	1	-1	12	2	-2	0.3	4
CCOC(=O)C1=C(C)NC(C)=C(C(=O)OCC)C1C(=O)OCC(=O)N(C)Cc1ccccc1	·	0	·	2	7	·	·	·	3
O=C(NCc1ccccc1)NS(=O)(=O)c1ccccc1Cl	-2	1	0	-1	6	-3	-2	3.1	6
O=C(CN1C(=O)C2C3C=CC(C4CC34)C2C1=O)Nc1cccc2ncccc12 (stereo unspecified)	2	-7	-6	10	7	-8	-2	2.2	0
COc1cc2sc(-c3ccc(S(C)(=O)=O)cc3)c(C#CCO)c2cc1OC	·	1	·	10	-7	·	·	·	3
O=C(/C=C/c1ccco1)NC(=S)Nc1ccccc1N1CCOCC1	1	2	2	12	1	-1	-1	9.7*	-3
COc1ccc(CNC(=O)C2CCCN(S(=O)(=O)N3CC(C)CC(C)C3)C2)c(OC)c1 (stereo unspecified)	6	5	0	19	10	4	-1	2.1	-6
Cc1ccc2nc(NC(=O)CSCC(=O)OCC(=O)c3ccc(Br)cc3)sc2c1	-1	-4	3	-17	1	5	-2	-0.3	2
CCN(Cc1ccncc1)Cc1cn[nH]c1-c1ccc(OC)cc1F	5	4	0	4	0	0	-2	0.6	-3
CCOc1ccc2[nH]c(=O)c(CN(CCCN3CCOCC3)Cc3nnnn3Cc3ccc(OC)cc3)cc2c1	1	8	-2	2	-3	5	-2	1.1	8
COC(=O)c1sc(NC(=O)CSc2nnc(Cn3nnc4ccccc43)n2C)nc1C	-9	3	0	-1	-16	-13	-2	1.0	2
CCCCC(=NCCc1c(C)[nH]c2ccc(OC)cc12)C1=C(O)CC(c2ccccc2)CC1=O (stereo unspecified)	-1	3	-1	7	6	8	1	1.5	3
CCOCCCNC(=O)C(NC(=O)c1ccc2c(c1)OCO2)c1ccc(OC)cc1 (stereo unspecified)	-4	-5	0	2	4	5	-2	2.0	-9
Cc1ccccc1Nc1c(-c2ccc(N3CCOCC3)cc2)nc2cnccn12	4	7	22	4	-1	3	-1	3.9	0
CC(=O)COc1ccc2c(C)c(C)c(=O)oc2c1	0	1	-3	-7	-8	5	0	2.6	9
CCOc1ccc(C2C=C(c3ccc(C)cc3)Nc3nnnn32)cc1 (stereo unspecified)	2	4	-31	5	-4	20	1	0.8	3
Clc1ccc(OCCCNCc2ccccc2)c(Br)c1	-2	-8	-1	0	6	-2	1	3.6	3
CC(C)CN(C(=O)CCC(=O)OCC(=O)NCCc1ccccc1)c1c(N)n(CC(C)C)c(=O)[nH]c1=O	-3	7	0	3	7	0	0	0.9	6
CCOC(=O)N1CCC(NC(=O)CCc2nc(-c3ccc(C)cc3)no2)CC1	3	6	-3	3	-9	-8	-1	-1.0	4
CCC1Oc2ccc(C)cc2N(CC(=O)NCC2COc3ccccc3O2)C1=O (stereo unspecified)	4	11	3	6	-5	2	-1	2.2	-2
C(=C\c1ccccc1)/CSc1ccccn1	-1	11	0	-4	4	6	1	2.6	5
O=C(CSc1ccc(Cl)cc1)Nc1cc(-c2nc3ncccc3o2)ccc1Cl	2	16	3	37	·	9	4	0.2	1
N#C/C(=C\c1cccs1)C(=O)NCc1ccco1	-1	3	-3	-4	0	3	-2	0.4	-6
CCOC(=O)C1=C(O)/C(=C/c2ccc(OCC(=O)O)c(OC)c2)SC1=Nc1ccc(OCC)cc1	7	4	-1	1	-11	-4	6	2.9	9
COCCNC(=O)/C(C#N)=C/c1cccc(NC(=O)c2ccccc2Cl)c1	1	11	-5	3	0	-1	-4	-1.4	1
CCOc1ccc(NC(=O)CSc2nc3ccccc3c(=O)n2Cc2cccs2)cc1	3	2	-1	2	1	5	-3	-2.8	-4
COc1ccc(S(=O)(=O)N(C)C[C@H]2Oc3c(NC(=O)CCC(F)(F)F)cccc3C(=O)N([C@H](C)CO)C[C@@H]2C)cc1	·	7	·	1	7	·	·	·	-3
N#Cc1ccccc1CSc1nc2ccc(NC(=O)c3ccccc3C(=O)O)cc2s1	4	6	2	50*	2	47*	-1	-1.4	5
C/C(=N\Nc1nc2ccccc2[nH]1)c1ccc2c(c1)OCO2	2	7	0	128*	13	-7	5	1.2	-3
CC(=O)Cc1nsc(Nc2ccc3c(c2)OCCO3)n1	-5	2	-1	39	7	0	-5	2.2	2
CC1=N/C(=C/c2cccnc2)C(=O)O1	-1	-1	0	-1	1	0	2	-0.2	3
COc1cc(CN2CCCCCC2)cc(OC)c1O	4	-4	-2	-2	1	-8	5	5.0	1
CCOC(=O)c1oc2ccc(OC)cc2c1NC(=O)CN1CCN(C)CC1	-3	6	3	7	2	-6	-5	3.3	4
COc1cc(NS(=O)(=O)c2cn(C)cn2)cc(OC)c1	6	-2	3	1	2	-8	-3	0.2	6
COc1ccc(CN(Cc2ccccn2)C(=O)CN2C(=O)COc3ccccc32)cc1	2	1	0	1	9	1	-3	-1.3	5
Nc1cc(S(=O)(=O)N2CCCCC2)ccc1N1CCOCC1	1	3	2	0	2	-4	-5	-1.1	6
CCNc1c(NC(=O)COc2ccc(Cl)cc2)c(=O)oc2ccccc12	0	4	-1	1	11	4	4	-0.8	5
c1ccc(CSc2ncnc3c2sc2nc(N4CCOCC4)c4c(c23)CCCC4)cc1	-3	9	-4	0	-7	-7	-2	2.1	0
O=C(NCCOc1ccc(Cl)cc1)C1CCCCC1	4	6	-2	-1	3	-2	-2	0.1	-7
O=C(COC(=O)c1ccco1)NNC(=O)c1ccc(Cl)cc1	·	0	·	-1	11	·	·	·	4
Cc1cc2c(SCC(=O)NC3CCCCC3)ncnc2s1	-3	9	0	-3	0	-2	2	0.6	7
CCOC(=O)Cc1c(C)[nH]n(-c2ccccc2)c1=O	-3	-8	0	4	·	0	1	-1.3	-1

Remaining list, next part.
SMILES	CTSL1 counter	procasp7 counter	TPT1 inh	AHR act	PAFAH2 FP inh	HCV core dimer	PP1 inh	PP5 primary	procasp3 activ
O=C(c1ccc(Br)cc1)N1CCN(Cc2ccccc2)CC1	-3	-11	-3	33	4	13	-9	1.3	-7
O=C(CSc1nnc(C2CC2)n1C1CC1)c1ccc(F)cc1	·	-6	·	6	-18	·	-2	3.9	1
Cn1c(=O)n(C)c2cc(C(=O)Nc3ccc(Br)cc3)ccc21	5	13	-5	-3	7	-6	2	1.8	3
Cc1ccc(-n2c(C)cc(C(=O)CSc3nnc4ccccn34)c2C)cc1	-3	-1	0	7	2	0	13	4.3	-3
CS(=O)(=O)N(Cc1ccco1)Cc1ccccc1Cl	-2	1	-1	0	1	-1	-5	-0.1	7
COCCN1Cc2cccc(C(=O)Nc3cccnc3)c2C1=O	-3	1	-2	-1	1	4	-7	0.8	-1
O=C(NCCCCNC(=O)c1ccccn1)c1ccccn1	-5	-2	4	1	-1	-2	3	-0.4	-4
Cc1nn(C)c(Oc2ccccc2)c1[N+](=O)[O-]	0	10	2	1	-5	2	-5	4.1	-1
Nc1ccc(Cc2ccc(N)c(C(=O)O)c2)cc1C(=O)O	-2	-1	-2	1	-2	-4	1	-2.0	7
Cc1cc(N2CCCCC2)nc(NCc2ccccc2)n1	-4	8	-3	47	11	-14	-1	0.4	0
CCOC(=O)N1CCN(c2cc(=O)n(C)c(=O)n2C)CC1	0	-2	0	-1	·	5	-7	-0.4	-10
CN1CCC(CNC(=O)Nc2csc3ccccc23)CC1	-1	-8	0	32	·	-4	-6	-3.7	-2
Cc1c(NC(=O)c2cc(-c3ccc(Cl)s3)nc3ccccc23)c(=O)n(-c2ccccc2)n1C	0	0	1	2	-1	23	-4	-0.3	0
O=C(c1cc(-c2ccc3c(c2)OCO3)on1)N1CCOCC1	1	1	-2	4	3	-3	15	1.1	11
